# Compound activity deposited in PubChem BioAssay by National Center for Advancing Translational Sciences (NCATS).
# RGS4 inhibitor – Inhibitors of Regulator of G Protein Signaling (RGS) 4: qHTS; Transcreener GDP fluorescence polarization, RGS4-accelerated GTP hydrolysis; Potency, µM (series often up to 114 µM), for inactives: at the highest dose activity change, negative = inhibition, usual class: inhibitors; 0.039% of 390,000 active; AID 504845, 2011; note: % is set by controls: 0 for no effect and ±100 for the full control effect; nearly all actives have a fitted effect of over 75% in size; some results filed as inactive show a strong effect at the top dose
# Target sequence (P49798 whole entry, looked up): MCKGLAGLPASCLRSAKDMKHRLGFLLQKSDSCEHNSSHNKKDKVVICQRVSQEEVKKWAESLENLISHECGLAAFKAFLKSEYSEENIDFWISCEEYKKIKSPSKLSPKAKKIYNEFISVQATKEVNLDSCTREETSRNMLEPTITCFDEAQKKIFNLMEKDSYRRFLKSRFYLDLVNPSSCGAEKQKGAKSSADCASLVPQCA
#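 MLSMR compounds (23 nl, pin-transferred) preincubated 10 min at room temperature with a 500nM (2x) first reagent, then RGS4 at 900nM (2x) plus Transcreener GDP mix added; fluorescence polarization (620/688 nm) read before and after 90 min at 30 °C.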
# Vif-APOBEC3F blk – qHTS for Inhibitors of Vif-A3F Interactions: qHTS. HeLa A3F-eYFP + Vif (tagged APOBEC3F with the HIV-1 protein that degrades it), YFP fluorescence increase. Potency, µM (titrated, usually from 46.1 µM), for the others: top-dose activity, negative = active. 0.2% of 390,000 active. AID 602313, 2012; note: % of control where 0% means no effect; nearly all actives have a fitted effect of over 65% in size
#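 Fluorescence increase (Ex 488/Em 500-530) after overnight compound treatment at 37 deg C flags inhibition of Vif-driven A3F-eYFP loss in stable HeLa A3F-eYFP/Vif cells seeded overnight beforehand.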
# Vif-APOBEC3G blk – qHTS for Inhibitors of Vif-A3G Interactions: qHTS; DNA dC->dU-editing enzyme APOBEC-3G (Homo sapiens), Q9HC16; HeLa A3G-eYFP + Vif (tagged APOBEC3G with the HIV-1 protein that degrades it), YFP fluorescence, overnight; Potency, µM (top dose mostly 46.1 µM), for inactives: at the top dose activity, negative = active, actives largely listed as inhibitors; 0.076% of 410,000 active; AID 602310, 2012;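 note: % is set by controls: 0 for no effect and ±100 for the full control effect; nearly all actives have a fitted effect of over 60% in size; hits raise eYFP signal because A3G escapes Vif-driven loss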
# Target sequence (Q9HC16 whole entry, looked up): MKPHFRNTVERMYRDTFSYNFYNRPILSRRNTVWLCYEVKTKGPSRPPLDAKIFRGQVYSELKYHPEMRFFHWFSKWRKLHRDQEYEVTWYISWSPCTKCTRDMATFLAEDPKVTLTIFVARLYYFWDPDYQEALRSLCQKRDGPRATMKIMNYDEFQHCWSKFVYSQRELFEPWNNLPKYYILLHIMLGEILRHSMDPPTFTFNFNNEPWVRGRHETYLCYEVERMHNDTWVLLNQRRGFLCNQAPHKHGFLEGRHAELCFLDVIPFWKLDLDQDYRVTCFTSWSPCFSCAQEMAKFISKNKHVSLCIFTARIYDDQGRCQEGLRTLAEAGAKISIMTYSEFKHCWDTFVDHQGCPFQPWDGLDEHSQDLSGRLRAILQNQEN
#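 HeLa cells stably expressing Vif and C-terminally eYFP-tagged A3G, seeded overnight at 37 deg C, then exposed to compound by pintool overnight at 37 deg C. Rise in yellow fluorescence (Ex 488/Em 500-530, Acumen) marks blocked Vif-driven A3G degradation.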
# TrxR1 inh – qHTS Assay for Inhibitors of Mammalian Selenoprotein Thioredoxin Reductase 1 (TrxR1): qHTS. Thioredoxin reductase 1, cytoplasmic (Rattus norvegicus), O89049. recombinant rTrxR1, NADPH fluorescence consumption, selenite substrate. Potency, µM (doses to about 114 µM), without a hit: at the top dose activity change, negative = inhibition, actives largely listed as inhibitors. 1% of 390,000 active; note: % is set by controls: 0 for no effect and ±100 for the full control effect; nearly all actives have a fitted effect of over 65% in size
#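 Rat TrxR1 (90 nM in the dispensed reagent) was pre-reduced with 400 uM NADPH for 5 min at room temperature, then incubated with compound for 15 min. After 400 uM selenite was added, NADPH fluorescence (Ex 340/Em 450 nm) was followed for 8 min.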
# RXFP1 agonist – qHTS Assay for Agonists of the Relaxin Receptor RXFP1 | Relaxin receptor 1 (Homo sapiens), Q9HBX9 | HEK293T-RXFP1 cAMP TR-FRET, 30 min; response scale: percent of porcine relaxin response, buffer zero | Potency, µM (series often up to 57.5 µM), for the others: top-dose activation, hits mostly activators | 0.3% of 370,000 active | AID 2676, 2010; note: % is set by controls: 0 for no effect and ±100 for the full control effect; nearly all actives have a fitted effect of over 60% in size; many of its hits are not listed in these tables
#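 Agonist response is measured as cAMP accumulation in an RXFP1-transfected HEK293T line under PDE4 inhibition. Values are scaled between buffer-only and 29 nM porcine relaxin, and EC50s come from standard Hill equation fits.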
# mIDH1 inhibitor – qHTS for Inhibitors of mutant isocitrate dehydrogenase 1 (IDH1): qHTS. Potency, µM (series often up to 76.6 µM), for inactives: at the top dose activity change, negative = inhibition, hits mostly inhibitors. Isocitrate dehydrogenase [NADP] cytoplasmic (Homo sapiens), O75874. AID 602179, 2012. IDH1-R132H enzyme, NADPH consumption, diaphorase/resazurin fluorescence. 0.093% of 390,000 active; note: % is set by controls: 0 for no effect and ±100 for the full control effect; nearly all actives have a fitted effect of over 65% in size
# Target sequence (O75874 whole entry R132H, stated change not applied): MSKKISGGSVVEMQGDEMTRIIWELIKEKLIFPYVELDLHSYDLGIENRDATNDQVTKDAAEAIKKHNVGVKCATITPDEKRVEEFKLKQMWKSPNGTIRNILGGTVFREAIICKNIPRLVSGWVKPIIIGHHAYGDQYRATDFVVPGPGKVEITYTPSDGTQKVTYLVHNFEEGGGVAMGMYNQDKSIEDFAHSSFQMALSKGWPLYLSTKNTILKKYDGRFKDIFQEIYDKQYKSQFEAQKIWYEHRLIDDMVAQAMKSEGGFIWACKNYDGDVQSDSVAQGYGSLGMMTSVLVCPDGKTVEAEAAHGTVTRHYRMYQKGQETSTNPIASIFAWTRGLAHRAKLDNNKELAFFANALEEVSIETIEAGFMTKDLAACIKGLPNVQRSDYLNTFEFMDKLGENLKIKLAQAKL
#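 IDH1-R132H (0.5 ug/mL) preincubated 30 min with compound, then NADPH (0.016 mM) and alpha-KG (2 mM) added; 80 min at RT, pH 7.5. Remaining NADPH coupled via diaphorase/resazurin to fluorescence (540/590 nm); concentration-response curves normalized to no-enzyme control.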
# TrxR1 substrate – qHTS Assay for Substrates of Mammalian Selenoprotein Thioredoxin Reductase 1 (TrxR1): qHTS. Thioredoxin reductase 1, cytoplasmic (Rattus norvegicus), O89049. purified TrxR1 substrate turnover, NADPH consumption readout. Potency, µM (top dose mostly 114 µM), without a hit: at the highest dose activity change, negative = substrate turnover. 0.01% of 390,000 active; note: % is set by controls: 0 for no effect and ±100 for the full control effect; nearly all actives have a fitted effect of over 50% in size
#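 Rat TrxR1, dispensed at 90 nM, was prereduced with 400 uM NADPH (final) for 5 min at ~22 deg C, then incubated with compound 15 min before 400 uM selenite. A first-read NADPH fluorescence drop versus no-compound background flagged substrates.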
# ALOX12 inh – Primary qHTS assay for inhibitors of human arachidonate 12S-lipoxygenase (ALOX12): Round 2; Polyunsaturated fatty acid lipoxygenase ALOX12 (Homo sapiens), P18054; purified 12hLO, xylenol orange hydroperoxide absorbance; Potency, µM (titrated, usually from 108 µM), inactives show at the top dose activity change, negative = inhibition, usual class: inhibitors; 1.1% of 580,000 active; AID 1671190, 2021; note: % is set by controls: 0 for no effect and ±100 for the full control effect
#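 Hydroperoxide product was detected by ferrous iron/xylenol orange as the 573 to 405 nm absorbance ratio. Arachidonic acid at 40 uM (final) was turned over for 30 min at room temperature by 150 nM human 12hLO, pH 7.0 Hepes buffer, after 15 min compound preincubation.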
# USP1-UAF1 inh – Inhibitors of USP1/UAF1: Primary Screen; Potency, µM (series often up to 57.1 µM), without a hit: at the top dose activity change, negative = inhibition, actives largely listed as inhibitors; 0.23% of 390,000 active; Ubiquitin carboxyl-terminal hydrolase 1 (Homo sapiens), O94782; recombinant USP1/UAF1, Ub-Rhodamine cleavage fluorescence; note: % is set by controls: 0 for no effect and ±100 for the full control effect; nearly all actives have a fitted effect of over 60% in size; inactives centre near -12
#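 In this screen, compounds sit with the deubiquitinase complex (1nM) for 15 min at room temperature before Ub-Rho is added at 150nM final. Fluorescence rise is then followed for 6 reads every 60 seconds.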
# * marks the source's active call; other numbers are inactive results; ? = inconclusive; · = not tested or not shown; [ ] = dose if it differs, or a comment. Calls come from the whole dose curve; as a rule, active = well fitted curve in the direction sought with a large enough effect; inconclusive = small, poorly fitted or top-dose-only effect, or another doubt; inactive = no such curve, though single readings can be large; an effect the other way counts as inactive or inconclusive. Potency is the fitted concentration of half-maximal effect. The list is partial; count on the stated rates, not on these rows.
SMILES,RGS4 inhibitor,Vif-APOBEC3F blk,Vif-APOBEC3G blk,TrxR1 inh,RXFP1 agonist,mIDH1 inhibitor,TrxR1 substrate,ALOX12 inh,USP1-UAF1 inh
CC(=O)c1ccc(NC(=O)c2cc(C)nc3c2c(C)nn3-c2ccc(C)cc2)cc1,-3%,-13%,-1%,16%,0.1%,0%,32%[activator],-2%,-19%
COc1cc(NC(=O)c2cn(C3CCCC3)c(=O)c3c2c2ccccc2n3C)cc(OC)c1OC,12%,4%,-1%,13%,1.4%,-14%,7%,3%,?
CCCn1nc(Oc2nc(NC(C)C)nc(N(C)C)n2)ccc1=O,-30%,-39%,15%,16%,-1.4%,21%,5%,-1%,-23%
CCC1(c2ccccc2)NC(=O)N(CC(=O)c2ccc3c(c2)OCO3)C1=O (stereo not given),5%,-12%,1%,8%,1.1%,9%,4%,1%,-17%
CCOC(=O)C1CCN(S(=O)(=O)c2ccc(NC(=O)OC)cc2)CC1,11%,4%,2%,-1%,5.5%,12%,-4%,0%,-14%
Cc1cccc(-c2nc(-c3ccc4c(c3)[nH]c(=O)n4C)no2)c1,-5%,3%,-7%,28%[57.1 µM],-0.1%,2%,8%[57.1 µM],-24%,-15%
CCOC(=O)c1c(C)oc2nc(C)nc(NCCc3ccc(OCC)c(OCC)c3)c12,-14%,-6%,0%,22%,0.3%,-5%,-9%,-12%,-13%
CCCCNC(=O)NNC(=O)c1ccc(F)cc1,-5%,-15%,0%,7%,0.4%,-2%,0%,-1%,-4%
Cc1ccccc1OCCNC(=O)c1ccc2ccccc2n1,0%,-10%,-1%,-4%,3.6%,2%,-10%,-6%,-26%
Cc1ccc(NC(=O)Cc2c(F)cccc2Cl)cc1S(=O)(=O)N1CCOCC1,-9%,0%,-2%,7%,·,-5%,-7%,-14%,8%
CCCCCNC(=O)C1CCC(Cn2c(=S)[nH]c3ccccc3c2=O)CC1 (stereo not given),-5%,14%,-2%,9%,0.0%,2%,-1%,7%,-6%
O=C(C1CC1)N1CCN=C1SCc1cccc(C(F)(F)F)c1,-20%,·,1%,21%,4.0%,7%,5%,-25%,-11%
CC(=C1C(=O)c2ccccc2C1=O)N1CCN(C/C=C/c2ccccc2)CC1,-14%,-4%,3%,?,-1.5%,8%,-11%,-5%,-11%
O=C(N/N=C/c1ccccc1OCc1ccccc1)c1cccs1,2%,0%,-2%,11%[57.1 µM],0.7%,2%,-3%,-5%,-7%
O=C(O)CSCC(=O)N1CCCN(c2ccc(C(F)(F)F)cn2)CC1,14%,4%,0%,-5%,3.1%,13%,10%,1%,-15%
COc1ccc(N(C)C(=O)CCn2cnc3onc(-c4ccc(F)cc4)c3c2=O)c(OC)c1,-14%,-4%,3%,9%,-3.3%,-12%,-6%,-30%,11%
CC(Cc1ccccc1)NC(=O)CSc1nc2nc3c(cc2c(=O)n1-c1ccccc1)COC(C)(C)C3 (stereo not given),-2%,-2%,-3%,2%,3.3%,-7%,-9%,-3%,0%
NS(=O)(=O)c1ccc(CCNC(=O)CCCCCn2c(=O)[nH]c3ccccc3c2=O)cc1,15%,5%,-2%,9%[57.1 µM],1.0%,-6%,-4%[57.1 µM],-26%,?
CCOc1ccc2nc(NC(=O)CCn3cccc3)sc2c1,-12%,-2%,-5%,8%,0.4%,16%,7%,?,-28%
CCCc1nc2ccc(NC(=O)c3cccs3)cc2c(=O)n1Cc1ccccc1Cl,?,-12%,-2%,17%,1.3%,7%,6%,-5%,-21%
NCCCn1cnc2ccccc21,7%,2%,1%,-16%,4.0%,-7%,0%,?,-8%
CC(=O)Nc1ccc(NC(=O)C(C)OC(=O)CCCOc2ccc(Cl)c(C)c2)cc1 (stereo not given),-12%,7%,0%,-3%,-0.2%,1%,-9%,?,-3%
O=C(Nc1cccc(Cl)c1)C1C2C=CC3(O2)C1C(=O)N(CCN1CCCCC1)C3C(=O)NC1CCCCC1 (stereo not given),12%,-9%,2%,7%,0.2%,-8%,4%,-7%,?
O=C(c1ccc(Cl)cc1)N1CCN(S(=O)(=O)/C=C/c2ccccc2)CC1,-2%,-3%,-1%,30%,-2.3%,2%,4%,-25%,-25%
Cc1cc(C)c2c(N)c(C(=O)NCc3ccco3)sc2n1,11%,8%,1%,-11%,6.8%,4%,16%,2%,-10%
CC(C)[C@H]1COCCS(=O)(=O)N1Cc1ccccc1-c1ccc(F)cc1,9%,8%,-5%,9%,·,13%,-5%,?,-5%
CCN(C(=S)NC(=O)c1ccco1)c1cccc2ccccc12,?,-10%,1%,-34%,·,20%,46%[activator],15%,-26%
CCn1c(=O)cc(OCC(=O)N2CCCCCC2)c2ccccc21,-11%,-10%,0%,-8%,1.6%,4%,-7%,-1%,-18%
COc1ccccc1OC(C)C(=O)N1CCC(c2nc3ccccc3s2)CC1 (stereo not given),-15%,-1%,-1%,13%,4.4%,1%,-1%,-6%,-11%
O=C(NCc1ccc(Cl)cc1)c1ccncc1,16%,3%,5%,22%,-0.3%,-4%,5%,56%,-22%
COC(=O)c1ccc(CSc2cc(C)c3ccccc3n2)o1,-18%,1%,-1%,16%[57.1 µM],5.5%,7%,6%[57.1 µM],233%[activator],-17%
O=C(CSc1ccncc1)Nc1ccc(S(=O)(=O)Nc2nccs2)cc1,8%,9%,1%,15%,5.1%,0%,-3%,5%,-3%
CC1=NN(c2ccccc2)C(=O)/C1=C\c1cn(-c2ccccc2)nc1C,-19%,21%,3%,-5%,4.9%,0%,-1%,6%,-16%
CC(=O)c1cccc(CN2CCCC(C(=O)Nc3cccc(-n4cccn4)c3)C2)c1 (stereo not given),-29%,-4%,0%,-12%,-0.1%,3%,-7%,?,-11%
COc1ccc(C2CC(c3cccc(C)c3)n3ncnc3N2)cc1 (stereo not given),-22%,1%,-2%,19%[57.1 µM],1.8%,-4%,6%[57.1 µM],426%[activator],-8%
COc1ccc(N(CC(=O)Nc2ccccc2C)S(=O)(=O)c2c(C)[nH]c(=O)[nH]c2=O)cc1,-10%,1%,-3%,22%,-0.4%,-7%,2%,1%,-15%
CONC(=O)Nc1ccccc1[N+](=O)[O-],-25%,7%,-1%,-11%,-0.3%,2%,-12%,-3%,-17%
CCc1nc2n[nH]c(N)c2c2c1CSC(C)(C)C2,-17%[56.9 µM],7%,1%,-6%,1.5%,1%,-10%,0%,-6%
NS(=O)(=O)c1ccc(NC(CNS(=O)(=O)c2ccccc2)c2ccccc2)cc1 (stereo not given),-5%,6%,3%,18%[11.4 µM],-0.1%,-7%,3%[11.4 µM],4%,-10%
O=C(Nc1ccc(Cl)cn1)C1CCCN1S(=O)(=O)c1ccc(Cl)cc1 (stereo not given),-15%,5%,0%,9%[57.1 µM],-0.5%,7%,3%[57.1 µM],?,-11%
O=C(CCC(=O)NNC(=O)Nc1ccc(Cl)cc1)NCc1ccccc1,26%,-4%,2%,10%[57.1 µM],-3.2%,7%,4%[57.1 µM],1%,-1%
O=C(Nc1ccc(NC(=O)c2ccco2)c(Cl)c1)c1cccc([N+](=O)[O-])c1,2%,?,2%,9%[11.4 µM],-0.9%,0%,10%[57.1 µM],7%,0%
Cc1ccc(Nc2nc(CSc3nnc(-c4ccccc4)n3C)cs2)cc1,-20%,1%,-1%,-14%,-0.3%,-7%,-6%,13%,-20%
CCOc1cc(C(=O)NCCN2C(=O)S/C(=C\c3cccnc3)C2=O)cc(OCC)c1OCC,-29%,-3%,1%,13%,1.0%,1%,-5%,0%,-18%
CSc1cccc(NS(=O)(=O)c2ccc(C(C)=O)cc2)c1,8%,2%,-6%,-6%,-2.1%,-5%,-5%,-3%,-3%
Cc1ccc(C)c(NC(=O)CCN2C(=O)c3ccccc3Sc3ncccc32)c1,-16%,0%,2%,50µM*,-0.4%,-4%,5%,-15%,-12%
O=C(NCc1cccc(Cl)c1)C1CCC(=O)N(CCCN2CCOCC2)C1 (stereo not given),12%,-9%,1%,16%,0.5%,-13%,2%,1%,-13%

# 2 records picked at random from those above, as already listed:
SMILES,RGS4 inhibitor,Vif-APOBEC3F blk,Vif-APOBEC3G blk,TrxR1 inh,RXFP1 agonist,mIDH1 inhibitor,TrxR1 substrate,ALOX12 inh,USP1-UAF1 inh
CONC(=O)Nc1ccccc1[N+](=O)[O-],-25%,7%,-1%,-11%,-0.3%,2%,-12%,-3%,-17%
CCc1nc2n[nH]c(N)c2c2c1CSC(C)(C)C2,-17%[56.9 µM],7%,1%,-6%,1.5%,1%,-10%,0%,-6%
